Screening data from PubChem BioAssay.
M1AAP inhibition: P. falciparum M1AAP inhibitors, biochemical, fluorogenic H-Leu-NHMec substrate, 1536-well (AID 1445) | Aminopeptidase N (Plasmodium falciparum (isolate 3D7)) | inhibition, % at 30 µM, or IC50 in µM where a hit was titrated | recombinant M1AAP, H-Leu-NHMec fluorogenic kinetic assay; higher % means a stronger effect | actives 0.42% (n = 220,000);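 active means primary inhibition above the hit cutoff, then over 50% inhibition at one or more dose response concentrations, cut at about 23% in these data, passing the limit was not always enough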;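 further: plate controls were DMSO full reaction for no effect and no enzyme background for full effect; strong numbers were not always called active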
b-catenin transl: modulators of beta-catenin nuclear translocation, primary screen, imaging, HeLa cells, immunofluorescence, high-content. nuclear translocation activity, % at 5 µM. AID 1665, 2009. actives 0.3% (n = 190,000);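 active means nuclear translocation activity above 50% at 5 µM, with a well cell count of 50 or more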;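 further: per-cell ratio of nuclear to cytoplasmic median beta-catenin stain intensity; plate controls were DMSO negative control for no effect and GSK-3 inhibitor IX positive control for full effect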
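Assay system: human HeLa cells, native beta-catenin; doses: 5 µM primary, 0.02–20 µM confirmation; incubation: compound treatment 24 h, 37°C, 5% CO2; technique: fluorescence imaging of beta-catenin antibody stain plus DAPI; measure: % activation, nuclear-to-cytoplasmic median beta-catenin signal ratio per cell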
M17LAP inhibition: P. falciparum M17LAP inhibitors, primary screen, biochemical, fluorogenic H-Leu-NHMec substrate, 1536-well (AID 1619); recombinant M17LAP, H-Leu-NHMec fluorogenic kinetic assay; higher % means a stronger effect; one-dose inhibition, % at 30 µM; IC50 in µM for titrated hits; actives 0.38% (n = 220,000);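 active means compound inhibiting the enzyme by more than half at any dose during confirmatory dose-response retesting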;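 further: plate controls were full reaction with DMSO carrier for no effect and no enzyme background for full effect; strong numbers were not always called active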
Autophagy mod: autophagy modulators in MEF cells, primary screen, imaging, high-content, MEF GFP-LC3; actives 0.98% (n = 190,000); AID 463193, 2010; MEF GFP-LC3 puncta imaging; test concentration mostly 10 µM; calls only at 10 µM (by protocol);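 active means percentage of spot-positive cells more than 3 SD above its plate mean, without a fluorescence outlier flag or 80% toxicity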;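 further: spot-positive cell cutoff set from DMSO-treated cells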
Dynein transport: inhibitors of GR-EGFP nuclear translocation, primary screen, dynein cargo transport inhibitor project, imaging, high-content, 3617.4 mouse cells. test concentration mostly 20 µM; stimulated with dexamethasone, 1 µM; stronger effect = lower value. z-score, hits read low. actives 0.47% (n = 220,000);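 active means plate z-score of nuclear minus cytoplasmic receptor signal below a set negative limit, without overly bright fluorescence or cell loss, cut at about -3.5 in these data, passing the limit was not always enough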;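 further: z-score of nuclear minus cytoplasmic ring GR-EGFP intensity difference per well; some compounds called inactive have numbers as strong as hits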
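medium = tetracycline-free induction medium containing charcoal-stripped FBS | also added = 1.0 µM final dexamethasone stimulus | schedule = 48 h induction, 1 h compound, 30 min dex at 37 °C | technique = fixed, Hoechst-stained cells imaged at 10x for EGFP | measure = GR-EGFP nuclear translocation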
T cell modulator: modulators of CD8 T cell-vesicle binding, primary screen, mouse 2C CD8+ T cells, flow cytometry; 2C CD8+ T cell-vesicle binding; stronger effect = lower value; calls only at 7 µM; actives 0.068% (n = 330,000); AID 2052, 2009;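 active means response, share of CD8 T cells binding vesicles, and their 90th percentile fluorescence all below set limits, cut at about 80% in these data, passing the limit was not always enough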
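Assay system: 2C TCR transgenic mouse naive CD8+ T cells, MACS-purified | Read-out: CD8+ gate FL2 mean fluorescence as % of same-row positive control | Signal: High-throughput flow cytometry with anti-B7-1 and anti-CD8 staining | Timing: Binding step 1.5 h, 37 °C, antibody labelling 20 min, ice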
Yfh1-depleted yeast: enhancers of respiration in Yfh1-depleted yeast, dose response, Friedreich's ataxia, plus single-dose screen (AID 1465). S. cerevisiae Yfh1-off respiration, WST-1 reduction, 72 h; higher fold induction means a stronger effect. fold induction at 50 µM; hits with a dose series show EC50 in µM. actives 0.074% (n = 220,000);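 active means fold induction of absorbance versus untreated yeast above a set limit, then at least 30% activation at any dose in follow-up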;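 further: activators that raise dye reduction in frataxin-depleted yeast; strong numbers were not always called active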
MT stabilizer: microtubule stabilizers in HeLa cells, primary screen, imaging, high-content imaging | HeLa tubulin immunostaining HCS, 24 h; share of cells brighter than vehicle mean+2SD | % tubulin-high responders, % at 10 µM | actives 0.83% (n = 200,000) | AID 2205, 2009;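 active means plate Z-score above 3 for both tubulin-high and condensed-nucleus cell shares, with cell loss under 80%, at 10 µM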;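 further: anti alpha tubulin signal scored within the nucleus-defined area of each cell; some results filed as inactive read as strong as hits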
WT yeast gro inh: growth inhibition of WT strain, primary screen, mitochondrial fusion inhibitor project, WT and mutant strains, chemical genetic | mitochondrial fusion phenotypic screen | inhibition, % at 10 µM | actives 2.1% (n = 190,000) | AID 1362, 2008; in the data active means inhibition above about 58%; tested in S. cerevisiae
WT yeast gro inh mutant strain: second read-out of WT yeast gro inh, no call of its own (marks repeat the call); inhibition, %; mitochondrial fusion phenotypic screen, mutant strain inhibition
Dynein transport cytoplasmic EGFP: further read-out of Dynein transport, marked with its call; z-score; measured here: cytoplasmic GR-EGFP intensity; stronger effect = higher value
Dynein transport nuclear GR-EGFP: second read-out of Dynein transport, no call of its own (marks repeat the call); z-score; measured here: nuclear GR-EGFP intensity;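 lower value marks the stronger effect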
Dynein transport cell count: further read-out of Dynein transport, marked with its call; z-score; measured here: cell count per field
b-catenin transl cell count 5 µM: second read-out of b-catenin transl, no call of its own (marks repeat the call); cell count; measured here: cell count, cytotoxicity flag
T cell modulator vesicle-bound %: second read-out of T cell modulator, no call of its own (marks repeat the call); double positive events, %; measured here: CD8+ vesicle-bound cell fraction;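 binding gate set so that unloaded-vesicle control wells show 10% double positive cells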
MT stabilizer Hoechst-high %: further read-out of MT stabilizer, marked with its call; % Hoechst-high responders; measured here: nuclear condensation Hoechst responders;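 share of cells brighter than vehicle mean plus two SD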
MT stabilizer cytotoxicity %: recorded beside MT stabilizer, whose call it bears; toxicity, %; measured here: cytotoxicity by cell density;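 0% = mean cell density of plate MIN control wells and 100% = no cells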
Autophagy mod cell loss 18 h: second read-out of Autophagy mod, no call of its own (marks repeat the call); toxicity, %; measured here: cell loss, nuclei count;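 cell loss after 18 h compound exposure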
* hit, by the source's call; i = inactive; . = not tested or not shown; & = joins results of further samples.

SMILES | M1AAP inhibition | b-catenin transl | b-catenin transl cell count 5 µM | M17LAP inhibition | Autophagy mod | Autophagy mod cell loss 18 h | Dynein transport | Dynein transport cytoplasmic EGFP | Dynein transport nuclear GR-EGFP | Dynein transport cell count | T cell modulator | T cell modulator vesicle-bound % | Yfh1-depleted yeast | MT stabilizer | MT stabilizer Hoechst-high % | MT stabilizer cytotoxicity % | WT yeast gro inh | WT yeast gro inh mutant strain
O=C(Nc1ccc(C(=O)N2CCCC2)cc1)c1ccc2c(c1)OCO2 | 3.0% | -1.8 | 1150 | 3.3% | i | -4.7 | 1.11 | -0.168 | 0.4 | -1.45 | i | 35.0 | i | 1.8 | 1.3 | 6.2 | 35.6 | 31.1
CCOc1ccc(C(=O)NCC(c2cccs2)N(C)C)cc1 (stereo unspecified) | 10.2% | -5.9 | 540 | 15.2% | i | -3.3 | -0.823 | 0.0321 | 0.38 | 0.728 | i | 56.3 | i | 2.5 | 2.8 | 10.4 | -1.8 | -13.2
C/C(=N\OC(=O)C1CC1)C1CC1c1ccc(F)cc1 (stereo unspecified) | -3.6% | -0.6 | 1033 | 2.8% | i | 4.6 | -0.487 | -0.376 | -0.77 | 1.52 | i | 39.3 | i | 2.3 | 1.1 | 1.6 | 9.7 | 11.3
Cc1ccc2cc(C#N)c(NCc3ccco3)nc2c1 | 10.5% | -0.8 | 1158 | i | i | -4.3 | -0.126 | -0.18 | 0.214 | -0.828 | i | 3.2 | i | 5.1 | 3.4 | 11.2 | -4.2 | -16.1
COC(=O)Cc1c(O)ccn(Cc2cccc(C(F)(F)F)c2)c1=O | -0.4% | 0.5 | 1452 | 2.4% | i | -21.5 | -0.181 | -0.294 | 0.0244 | 0.841 | i | 28.8 | i | 1.6 | 1.4 | 4.2 | 0.7 | 3.4
Cc1ccc(NC(=S)Nc2cc(-c3ccccc3)[nH]n2)cc1Cl | 0.7% | . | . | -13.9% | i | -7.3 | -0.339 | -0.285 | -0.144 | 0.74 | i | 53.7 | i | 3.3 | 2.9 | 8.9 | -5.2 | 6.5
CCOP(=O)(OCC)C(NC(=O)C(F)(F)F)c1ccccc1 (stereo unspecified) | 2.2% | 0.5 | 1062 | -3.0% | i | 9.2 | -0.223 | -0.244 | -0.0524 | 0.0259 | i | 39.3 | i | 4.6 | 2.3 | 7.2 | -32.5 | 24.6
COC(=O)c1ccccc1NC(=O)CSCC(=O)Nc1ccccc1OC | -2.3% | -1.2 | 1306 | 5.2% | i | 3.6 | -0.556 | -0.196 | -0.389 | 0.0796 | i | 52.9 | i | 0.6 | 1.0 | 4.0 | -14.1 | 8.7
Cc1nnc(SCC(=O)N2CCC(c3noc4ccc(F)cc34)CC2)s1 | 39.1µM* | . | . | 2.6% | i | 3.7 | -0.306 | -0.272 | -0.0891 | 1.53 | i | 29.7 | i | 2.9 | 1.4 | 2.4 | -12.2 | -26.4
CCOC(=O)CSC1=C(C#N)C(c2ccccc2C)C2=C(CCCC2=O)N1 (stereo unspecified) | -2.3% | 0.0 | 1108 | 7.8% | i | 3.1 | -0.0758 | -0.191 | -0.232 | 0.492 | i | 39.5 | i | 1.2 | 2.4 | 8.8 | 16.0 | 8.8
COc1cc2c(C#N)c(N3CCCC3)nc(N)c2c(N)n1 | 3.6% | -0.9 | 1401 | -9.8% | . | . | -0.202 | -0.154 | 0.815 | 0.237 | i | 7.8&33.7 | i | . | . | . | . | .
CC(C)(C)C1(C)OC(C(=O)NC2CCCCC2)C(C(=O)NC2CCCCC2)O1 (stereo unspecified) | -0.7% | -0.5 | 1244 | -6.6% | i | -21.6 | 0.334 | -0.193 | 1.1 | 0.252 | i | 61.4 | i | 2.8 | 1.9 | 7.3 | 20.1 | 23.3
Fc1ccc(NC(=S)N2CCN(c3ncccn3)CC2)cc1 | 5.9% | 1.0 | 941 | 3.2% | i | 9.9 | 0.522 | -0.287 | 0.919 | -0.00933 | i | 51.4 | i | 2.7 | 2.3 | 3.9 | 3.0 | 10.3
COc1cc(F)ccc1S(=O)(=O)N1CCN(C23CC4CC(CC(C4)C2)C3)CC1 | 3.2% | . | . | -4.2% | i | -0.4 | 0.206 | -0.292 | 0.326 | -0.132 | i | 50.4 | i | 3.1 | 1.9 | 7.8 | 7.2 | -2.3
O=[N+]([O-])c1cc(C(F)(F)F)cc([N+](=O)[O-])c1NCCNC(=S)Nc1ccc(Cl)c(Cl)c1 | 0.6% | 0.4 | 1145 | 13.1% | . | . | 0.845 | -0.111 | 0.591 | -1.75 | i | 27.3 | i | . | . | . | . | .
O=C(CC1SC(=Nc2ccccc2)N(CCO)C1=O)Nc1ccccc1 (stereo unspecified) | -7.2% | -1.0 | 1047 | -15.8% | i | -14.8 | -0.219 | -0.27 | 0.171 | 0.415 | i | 25.7 | i | 3.3 | 1.7 | 7.9 | -26.3 | -3.5
O=C(COC(=O)[C@@H]1CCCN1S(=O)(=O)c1ccccc1F)Nc1ccc(OC(F)F)cc1 | 5.6% | -1.6 | 954 | 22.8% | i | -3.6 | -0.164 | -0.238 | -0.457 | 1.3 | i | 53.3 | i | 2.5 | 2.4 | 5.9 | -6.8 | -4.1
O=C(O)C1CCC(NSc2ccccc2[N+](=O)[O-])CC1 (stereo unspecified) | 2.1% | 1.7 | 1196 | 1.5% | . | . | -0.00844 | -0.266 | -0.0585 | 1.41 | i | 24.0 | i | . | . | . | . | .
O=C(CSc1nc2ccccc2s1)N1c2ccccc2Sc2ccccc21 | 0.2% | . | . | -5.0% | i | 0.3 | 0.353 | -0.249 | -0.397 | 0.0865 | i | 47.8 | i | 2.0 | 1.2 | 3.7 | 37.0 | 20.9
Cc1ccc(/C=C(\NC(=O)c2ccccc2)C(=O)NC(Cc2ccccc2)C(=O)O)cc1 (stereo unspecified) | 4.3% | -0.7 | 901 | 11.2% | i | -16.2 | -0.444 | -0.311 | -0.467 | 0.502 | i | 25.6 | i | 4.0 | 3.5 | 7.3 | -1.5 | 5.5

Next results.
SMILES | M1AAP inhibition | b-catenin transl | b-catenin transl cell count 5 µM | M17LAP inhibition | Autophagy mod | Autophagy mod cell loss 18 h | Dynein transport | Dynein transport cytoplasmic EGFP | Dynein transport nuclear GR-EGFP | Dynein transport cell count | T cell modulator | T cell modulator vesicle-bound % | Yfh1-depleted yeast | MT stabilizer | MT stabilizer Hoechst-high % | MT stabilizer cytotoxicity % | WT yeast gro inh | WT yeast gro inh mutant strain
COc1ccc(C)cc1NC(=O)c1nnn(CCc2ccccc2)c1N | -0.1% | . | . | -10.8% | i | -3.1 | -0.712 | 0.233 | -0.13 | 0.727 | i | 55.3 | i | 5.5 | 2.9 | 7.4 | 14.5 | -0.8
O=C(CCNS(=O)(=O)c1ccc(Br)s1)NCc1ccccc1Cl | -3.1% | -0.4 | 1112 | -5.2% | i | 4.6 | 1 | -0.227 | 0.711 | -0.274 | i | 52.2 | i | 0.9 | 2.0 | 9.7 | 14.5 | -2.8
Cc1oc(C(C)(C)C)cc1C(=O)N1CCN(C(c2ccccc2)c2ccccc2)CC1 | 6.0% | -1.8 | 1105 | -2.3% | . | . | -0.551 | -0.235 | -0.372 | 0.371 | . | . | i | . | . | . | . | .
O=S(=O)(Nc1nc(SCc2ccc(Cl)cc2)n[nH]1)c1ccc(F)cc1 | -5.7% | -0.1 | 1344 | -1.5% | . | . | 0.24 | -0.224 | 0.13 | -0.526 | i | 37.3 | i | . | . | . | . | .
O=C(CN1CCSCC1)c1c[nH]c2ccccc12 | 4.8% | . | . | 15.0% | i | -35.1 | -0.277 | -0.178 | -0.343 | 0.999 | i | 70.0 | i | 3.9 | 4.2 | 7.4 | 4.8 | 20.7
O=C(NN(c1ccccc1)c1ccccc1)c1ccc([N+](=O)[O-])o1 | 12.4% | 4.4 | 1009 | -6.5% | i | -2.8 | -0.909 | -0.146 | -0.561 | -0.525 | i | 9.9 | i | 12.3 | 13.0 | 20.0 | -5.3 | -17.5
CC(=O)C1=C(C)NC(SCC(=O)Nc2nccs2)=C(C#N)C1c1ccccc1Cl (stereo unspecified) | 6.9% | 0.1 | 864 | 11.2% | i | -3.6 | 0.3 | -0.191 | 0.223 | 0.161 | i | 47.2 | i | 2.7 | 2.4 | 2.8 | -4.9 | 16.2
O=C1CCCC2=C1C(c1ccc(OS(=O)(=O)c3ccc(Cl)cc3)cc1)C1=C(CCCC1=O)O2 | 2.8% | -0.4 | 1430 | 1.5% | i | 0.0 | 0.0703 | -0.199 | -0.109 | -0.0579 | i | 16.2 | i | 0.4 | 1.3 | 7.7 | 12.0 | 16.5
O=C(OCc1nnc(-c2ccc(Cl)cc2)o1)C12CC3CC(CC(O)(C3)C1)C2 | 0.9% | 4.1 | 1149 | 6.6% | i | 0.6 | -0.645 | -0.235 | -0.329 | -0.217 | i | 36.2 | i | 1.5 | 1.6 | 8.6 | 12.3 | 1.4

Random draw from the library (roughly 4.4% active in at least one column).
